AHR act: AHR activators, primary screen, cell-based, luminescence, luciferase reporter, human | Aryl hydrocarbon receptor (Homo sapiens), P35869 | AHR-responsive luciferase reporter cells | activation, % at 5 µM | 2.5% of 320,000 active | AID 2796, 2010; in the data active = activation above about 47%;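 also: 0% = vehicle wells and 100% = reference agonist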
Target sequence (P35869 whole entry, looked up): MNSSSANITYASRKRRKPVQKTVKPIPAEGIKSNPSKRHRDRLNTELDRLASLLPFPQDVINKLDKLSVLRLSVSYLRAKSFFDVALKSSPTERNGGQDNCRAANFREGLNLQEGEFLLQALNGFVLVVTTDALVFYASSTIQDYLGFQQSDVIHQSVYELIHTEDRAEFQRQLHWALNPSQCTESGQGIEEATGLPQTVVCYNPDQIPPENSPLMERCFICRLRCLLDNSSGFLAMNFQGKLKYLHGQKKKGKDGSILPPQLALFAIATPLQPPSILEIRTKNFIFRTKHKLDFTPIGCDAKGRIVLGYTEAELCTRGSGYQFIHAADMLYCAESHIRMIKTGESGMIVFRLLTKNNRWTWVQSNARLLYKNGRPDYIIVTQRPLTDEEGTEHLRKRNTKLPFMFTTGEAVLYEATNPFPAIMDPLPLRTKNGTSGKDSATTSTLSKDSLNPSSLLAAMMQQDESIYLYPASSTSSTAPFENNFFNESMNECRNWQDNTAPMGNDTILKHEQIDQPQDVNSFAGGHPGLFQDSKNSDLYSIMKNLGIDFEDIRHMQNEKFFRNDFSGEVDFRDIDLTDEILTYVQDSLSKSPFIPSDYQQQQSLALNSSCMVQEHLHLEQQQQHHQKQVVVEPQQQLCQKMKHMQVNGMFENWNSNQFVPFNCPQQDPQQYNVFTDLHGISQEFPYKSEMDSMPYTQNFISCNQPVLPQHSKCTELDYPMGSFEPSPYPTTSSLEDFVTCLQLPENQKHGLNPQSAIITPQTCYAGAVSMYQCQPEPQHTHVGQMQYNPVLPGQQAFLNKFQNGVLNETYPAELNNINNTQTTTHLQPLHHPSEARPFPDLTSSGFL
Yeast superoxide: reduction of superoxide in aged yeast, primary screen, HTS; S. cerevisiae aged cells, superoxide DHE fluorescence; hits give low values; AID 2690, 2010; superoxide response (% of plate mean), % at 10 µM; 0.18% of 330,000 active;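 active = superoxide response under a set limit, about three screen SD below normal, cut at about 65% in these data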;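 also: yeast aged for seven days with compound at 30 °C before DHE staining; 100% = average MFI of all compound-treated wells on the plate with controls excluded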
JMJD2C inh: inhibitors of GASC-1 histone demethylase, primary screen, biochemical, fluorescence, DELFIA europium; GST-JMJD2C(1-420) H3K9me3 demethylation; AID 2099, 2009; inhibition, % at 2.35 µM; 0.069% of 330,000 active; Lysine-specific demethylase 4C (Homo sapiens), Q9H3R0;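 active = more than half of a compound's replicate wells show inhibition beyond 50%, single wells judged on their own value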;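 also: signal counts dimethyl H3K9 product captured on neutravidin plate; 0% = median of DMSO wells and 100% = 0.3 times that DMSO median; strong numbers were not always called active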
MEP2-GFP yeast: modulators of MEP2-GFP levels in yeast, primary screen, S. cerevisiae, multiplex flow cytometry, MLPCN library. S. cerevisiae MEP2-GFP strain, 3 h; 100% = DMSO control level. GFP response vs DMSO, % at 10 µM. 0.51% of 330,000 active. AID 2016, 2009;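 active = GFP response versus DMSO above a set limit, roughly screen mean plus 3 SD, cut at about 180% in these data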;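 also: median GFP fluorescence of the barcode-gated MEP2-GFP cells per well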
RPL19A TOR yeast: RPL19A-GFP expression modulators in yeast, primary screen, cell-based, S. cerevisiae, multiplex flow cytometry, MLPCN | S. cerevisiae RPL19A-GFP strain, 3 h; hits give low values | percent response vs DMSO, % at 10 µM | 0.3% of 330,000 active | AID 2025, 2009;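 active = percent response vs DMSO below 50%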;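 also: median channel GFP fluorescence of the barcoded RPL19A-GFP strain; ratio of sample median GFP to plate DMSO average so 100% = DMSO; lower means less RPL19A-GFP as with rapamycin TOR inhibition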
procasp7 counter: procaspase-7 activators, primary screen, counter-screen for procaspase-3 activator project, biochemical, absorbance, HTS, human. AID 463210, 2010. activation, % at 8.5 µM. 0.093% of 330,000 active. recombinant procaspase-7, Ac-DEVD-pNA absorbance 405 nm; D23A/D198A/D206A triple mutant, cannot self-cleave; scale: DMSO 0, 5 µM enzyme 100. Caspase-7 (Homo sapiens), P55210;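 active = percent activation above the screen-wide mean plus 3 SD, cut at about 25% in these data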
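Assay system – Uncleavable procaspase-7 mutant enzyme · Quantity – 2 µM procaspase-7 mutant as dispensed · Times – 1 h preincubation, 2 h reaction · Dosing – single nominal 8.5 µM compound dose, 0.8% DMSO final · Buffer or medium – Zinc-free 50 mM HEPES buffer, pH 7.4, with NaCl and Triton X-100 · Detection – Epi-absorbance of released pNA at 405 nm, two timepoints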
procasp3 activ: activators of human procaspase-3 D3A mutant, primary screen, biochemical, absorbance, PC-3 D3A mutant, single concentration. Caspase-3 (Homo sapiens), P42574. recombinant procaspase-3 D3A, Ac-DEVD-pNA absorbance 405 nm. activation, % at 8.5 µM. 0.11% of 330,000 active. AID 463141, 2010;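 active = activation above the mean of all tested compounds plus 3 SD, cut at about 21% in these data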;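 also: 0% = DMSO alone and 100% = DMSO wells spiked with extra 5 µM PC-3 D3A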
Target sequence (P42574 whole entry D9A/D28A/D175A): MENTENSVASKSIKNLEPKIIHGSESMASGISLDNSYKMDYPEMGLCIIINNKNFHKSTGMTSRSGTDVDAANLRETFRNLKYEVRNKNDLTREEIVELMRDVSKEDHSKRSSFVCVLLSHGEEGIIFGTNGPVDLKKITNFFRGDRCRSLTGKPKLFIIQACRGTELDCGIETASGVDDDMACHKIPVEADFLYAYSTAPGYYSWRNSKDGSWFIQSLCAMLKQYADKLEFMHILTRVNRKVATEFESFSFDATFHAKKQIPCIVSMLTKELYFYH
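assay system = Procaspase-3 D3A mutant | signal = absorbance at 405 nm, 0 and 120 min | times = 1 h preincubation plus 2 h reaction at 25 °C | repeats = single replicate | read-out = % activation between DMSO and enzyme-spiked controls | medium = Zinc-free HEPES saline buffer with Triton X-100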
LAP4 TOR yeast: modulators of LAP4-GFP expression in yeast, primary screen, S. cerevisiae, multiplex flow cytometry, MLPCN library; 3 h; median GFP as percent of DMSO wells; GFP response vs DMSO, % at 10 µM; 0.34% of 320,000 active; AID 2023, 2009;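 active = GFP response vs DMSO above a set limit, about the screen mean plus 3 SD, cut at about 150% in these data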
An asterisk follows results filed as active; x = no result given. Rows were taken by chance. Share with any hit: about 3.8%.

molecule | AHR act | Yeast superoxide | JMJD2C inh | MEP2-GFP yeast | RPL19A TOR yeast | procasp7 counter | procasp3 activ | LAP4 TOR yeast
CCc1cccc(NS(=O)(=O)c2csc(C(N)=O)c2)c1 | 11 | 96 | 4 | 102 | 103 | -3 | 5 | 91
O=C(COC(=O)CCc1nc2ccccc2c(=O)[nH]1)Nc1ccc2c(c1)OCO2 | 0 | 100 | -8 | 104 | 103 | 6 | 1 | 104
O=C(CCCN1C(=O)/C(=C/c2ccccc2)SC1=S)Nc1ccc(O)cc1 | -6 | 86 | 2 | 98 | 97 | -6 | -7 | 108
CN(CC(=O)Nc1ccccc1C(F)(F)F)C(=O)COc1ccccc1Cc1ccccc1 | 2 | 136 | -7 | 101 | 102 | -6 | 3 | 106
CCn1c2c(c3cc(Cl)ccc31)CCCC2=O | 4 | 96 | 4 | 94 | 99 | 9 | 3 | 105
Cc1ccc(-c2noc(CCC(=O)N3CCCc4ccccc43)n2)cc1 | 7 | 94 | 3 | 94 | 97 | -5 | -3 | 110
Nc1ccc(/C=C/C(=O)c2ccco2)cc1 | 2 | 103 | -2 | 115 | 107 | -10 | -7 | 127
Cc1c(C(=O)C(=O)NCCc2ccc(S(N)(=O)=O)cc2)c2ccccc2n1C | -1 | 98 | -4 | 100 | 100 | -9 | 5 | 94
COC(=O)[C@@H]1C[C@@]2(O)[C@H](O)[C@H](O)[C@H](O)C[C@H]2N1Cc1ccc(C(F)(F)F)cc1 | 8 | 111 | -7 | 95 | 100 | -13 | -1 | 126
CCCCCCCC(=O)N/N=C/c1ccco1 | 10 | 95 | -4 | 101 | 102 | -2 | -4 | 103
COc1cc(NC(=O)N[C@@H](Cc2ccccc2)C(=O)O)cc(OC)c1 | 0 | 113 | 3 | 98 | 96 | -1 | 4 | 97
CCc1ccc(C(=O)COC(=O)C2CCN(c3ccc(C(F)(F)F)cn3)CC2)cc1 | 1 | 102 | -1 | 100 | 95 | -6 | 1 | 100
CNC(=O)CSc1nnc(-c2ccco2)n1-c1ccc(C)cc1 | 0 | 94 | -50 | 94 | 91 | 10 | -1 | 91
NC(N)=NS(=O)(=O)c1ccc(NC(=S)NC(=O)c2ccncc2)cc1 | 1 | 100 | 7 | 143 | 105 | -11 | -10 | 112
CC(C(=O)Nc1c2c(cc3c1CCC3)CCC2)N1CCCC1 (centres undefined) | -3 | 113 | -1 | 104 | 99 | 9 | 3 | 95
CCOc1ccc(NC(=O)CN(C)CC(=O)Nc2ccccc2C#N)cc1OCC | 34 | 102 | -8 | 107 | 100 | -2 | 11 | 107
CCCSC1=C(C#N)C(c2ccc(O)c(OC)c2)CC(=O)N1 (centres undefined) | 8 | 103 | 0 | 105 | 101 | -2 | -1 | 107
CCOc1cc(S(=O)(=O)N2CCOCC2)ccc1F | 1 | 92 | -6 | 106 | 101 | -9 | -3 | 101
CCc1nn(C)c2c(=O)c(=O)c2n(C)[nH]1 | 3 | 89 | 35 | 95 | 98 | 9 | 1 | 105
O=C(COc1coc(CN2CCN(c3ccccc3)CC2)cc1=O)N1CCc2ccccc21 | 2 | 134 | -5 | 104 | 95 | -7 | -3 | 101

Laid out differently: results already given.
The line under a structure holds: AHR act, Yeast superoxide, JMJD2C inh, MEP2-GFP yeast, RPL19A TOR yeast, procasp7 counter, procasp3 activ, LAP4 TOR yeast
> COC(=O)[C@@H]1C[C@@]2(O)[C@H](O)[C@H](O)[C@H](O)C[C@H]2N1Cc1ccc(C(F)(F)F)cc1
  8, 111, -7, 95, 100, -13, -1, 126
> Nc1ccc(/C=C/C(=O)c2ccco2)cc1
  2, 103, -2, 115, 107, -10, -7, 127

Further records follow:
molecule | AHR act | Yeast superoxide | JMJD2C inh | MEP2-GFP yeast | RPL19A TOR yeast | procasp7 counter | procasp3 activ | LAP4 TOR yeast
COc1ccc(NC(=O)N(C)C[C@H]2Oc3c(NS(=O)(=O)c4ccc(OC)cc4)cccc3C(=O)N([C@H](C)CO)C[C@@H]2C)cc1 | 0 | 99 | x | 87 | 91 | 8 | 9 | 91
Cc1c(C)c2c(C)nn(-c3ccccc3)c2[nH]c1=O | 96* | 98 | -24 | 106 | 97 | 15 | 0 | 115
CCC1CN(C(=O)N2CCC(C(=O)NCCc3ccc(OC)c(OC)c3)CC2)c2ccccc2O1 (centres undefined) | 3 | 95 | -1 | 110 | 101 | 9 | 2 | 102
CCOc1ccc(NC(=O)CN(C)C(=O)c2ccccc2SCC(=O)N2CCCC2)cc1OCC | 4 | 112 | -5 | 92 | 89 | -2 | 1 | 98
COc1ccc(C(=O)O/N=C(\N)c2ccc(OC)c(OC)c2)c(OC)c1 | 0 | 90 | -3 | 105 | 96 | 4 | 4 | 80
COc1ccc(Oc2c(C)nc(SCC(=O)c3ccc(Cl)cc3)[nH]c2=O)cc1 | 1 | 82 | 0 | 95 | 103 | -1 | -4 | 105
Cc1c(C(=O)N/N=C/c2cccnc2)sc(N)c1C#N | x | 93 | -2 | 110 | 102 | x | x | 98
O=C(Nc1cc(SCCO)cc([N+](=O)[O-])c1)c1ccco1 | 1 | 104 | 3 | 104 | 101 | 4 | 5 | 102
C=CCO/N=C/C1C(=O)CC(C)(C)CC1=O | -4 | 122 | 3 | 81 | 98 | 11 | -1 | 88
CSc1ccccc1NC(=O)c1cc(CC(C)C)on1 | 1 | 88 | -10 | 91 | 104 | -3 | 0 | 100
Nc1c(C(=O)Nc2cccc(F)c2)nnn1-c1cccc(C(F)(F)F)c1 | 2 | 103 | -10 | 107 | 104 | 2 | -1 | 104
CC(C)(C)OC(=O)N1C[C@H](O)C[C@H]1C(=O)OCC(=O)c1ccc([N+](=O)[O-])cc1 | 1 | 99 | 16 | 100 | 98 | -27 | -13 | 97
O=C(N/N=C/c1ccc[nH]1)c1ccccc1[N+](=O)[O-] | 1 | 124 | -1 | 100 | 100 | 0 | -8 | 91
COc1cc(/C=N\NC(=O)CC(=O)NCCc2ccccc2)ccc1O | 8 | 111 | 10 | 111 | 104 | 0 | 2 | 102
COc1ccc(CN(C)C(=O)c2ccc(COc3ccccc3)cc2)c(OC)c1 | -2 | 78 | -1 | 100 | 110 | 6 | 6 | 95
O=C1c2ccccc2-c2c1cccc2C(=O)N1CCOCC1 | -1 | 107 | 5 | 108 | 99 | 0 | -4 | 112
O=[N+]([O-])c1ccc(/C=N/Nc2ccccn2)cc1 | 8 | 108 | 3 | 98 | 99 | 14 | -3 | 89
Cc1cc(C)nc(NC(=O)Cc2cccs2)n1 | 2 | 97 | -32 | 99 | 101 | -3 | 1 | 112
O=C(CSc1ccccc1F)NNC(=O)c1ccncc1 | -1 | 109 | -1 | 89 | 92 | 1 | 9 | 90
CSc1c(CC(=O)Nc2ccccc2C(F)(F)F)n(Cc2ccccc2)c2ccccc12 | 2 | 102 | 3 | 103 | 102 | 2 | 3 | 96

Some of the entries so far, with two lines to a compound:
Results follow in this order: AHR act | Yeast superoxide | JMJD2C inh | MEP2-GFP yeast | RPL19A TOR yeast | procasp7 counter | procasp3 activ | LAP4 TOR yeast
Cc1c(C)c2c(C)nn(-c3ccccc3)c2[nH]c1=O
 : 96* | 98 | -24 | 106 | 97 | 15 | 0 | 115
CCC1CN(C(=O)N2CCC(C(=O)NCCc3ccc(OC)c(OC)c3)CC2)c2ccccc2O1 (centres undefined)
 : 3 | 95 | -1 | 110 | 101 | 9 | 2 | 102
CCOc1ccc(NC(=O)CN(C)C(=O)c2ccccc2SCC(=O)N2CCCC2)cc1OCC
 : 4 | 112 | -5 | 92 | 89 | -2 | 1 | 98
COc1ccc(C(=O)O/N=C(\N)c2ccc(OC)c(OC)c2)c(OC)c1
 : 0 | 90 | -3 | 105 | 96 | 4 | 4 | 80
COc1ccc(Oc2c(C)nc(SCC(=O)c3ccc(Cl)cc3)[nH]c2=O)cc1
 : 1 | 82 | 0 | 95 | 103 | -1 | -4 | 105
Cc1c(C(=O)N/N=C/c2cccnc2)sc(N)c1C#N
 : x | 93 | -2 | 110 | 102 | x | x | 98
O=C(Nc1cc(SCCO)cc([N+](=O)[O-])c1)c1ccco1
 : 1 | 104 | 3 | 104 | 101 | 4 | 5 | 102
C=CCO/N=C/C1C(=O)CC(C)(C)CC1=O
 : -4 | 122 | 3 | 81 | 98 | 11 | -1 | 88

Other compounds.
molecule | AHR act | Yeast superoxide | JMJD2C inh | MEP2-GFP yeast | RPL19A TOR yeast | procasp7 counter | procasp3 activ | LAP4 TOR yeast
CC(C)(C#N)N([O-])C=C[N+](=O)C(C)(C)C#N | -3 | 82 | -21 | 103 | 99 | 6 | -2 | 100
CN1C2=C(C(=O)CC(C)(C)C2)C(c2cccs2)C2=C1CC(C)(C)CC2=O | 0 | 134 | 21 | 96 | 99 | -2 | -3 | x
Cn1c(-c2cccc([N+](=O)[O-])c2)cnc1NCc1cccc([N+](=O)[O-])c1 | -6 | 107 | 14 | 105 | 101 | 0 | 4 | 101
CC(C)(C)OC(=O)NC(Cc1ccccc1)C(=O)N1CCCC1C(=O)O (centres undefined) | 3 | 135 | -9 | 103 | 101 | 4 | -15 | 93
C=CCn1c(SCC(=O)N2CCCC2=O)nc2sc(CC)cc2c1=O | -1 | 104 | 6 | 93 | 95 | -12 | 7 | 97
CC(=O)Nc1ccc2c(c1)NC(=O)CC2 | 4 | 112 | 4 | 102 | 107 | -1 | 10 | 103
Nn1c(Nc2ccc(Cl)cc2)nncc1=O | 17 | 104 | 17 | 107 | 102 | -7 | -4 | 107
CCOC(=O)C1CCN(C/C=C/c2ccccc2)CC1 | x | 88 | -8 | 106 | 104 | x | x | 96
COc1cccc(CN(C)C(=O)CCC(=O)c2cc(Br)ccc2OC)c1 | 0 | 83 | -2 | 90 | 91 | 0 | 10 | 113
COc1ccccc1N1CCN(C2=NS(=O)(=O)c3ccccc32)CC1 | 16 | 72 | 18 | 101 | 99 | 0 | 0 | 99
Cc1ccc(NC(=O)c2ccco2)c(NC(=O)c2ccccc2)c1 | 28 | 89 | 1 | 100 | 104 | 1 | -3 | 94
COc1ccc(S(=O)(=O)N2CCN(C(=O)[C@H](Cc3ccccc3)NC(=O)c3ccco3)CC2)cc1 | 1 | 72 | 11 | 97 | 97 | -2 | 7 | 99
COC(=O)c1ccc(/C=N/NC(=S)NC(C)C)cc1 | 13 | 94 | 0 | 101 | 101 | -1 | 2 | 97
Cc1cc(=O)cc(C)n1-c1ccccc1Br | -3 | 97 | -11 | 92 | 97 | -1 | -1 | 87
Cn1c(SCc2cccnc2)nc2cccnc21 | 38 | 116 | 5 | 87 | 98 | -7 | -4 | 95
COc1ccc(/C=C(/NC(=O)c2ccc([N+](=O)[O-])cc2)C(=O)NCCCN(C)C)cc1 | -1 | 124 | 0 | 105 | 98 | -3 | -2 | 89
CCCC(=O)Nc1c2c(nn1-c1ccc([N+](=O)[O-])cc1)CS(=O)(=O)C2 | 0 | 94 | -20 | 100 | 99 | 9 | -3 | 103

Source: PubChem BioAssay
